HTT ATP protect = Huntington cell model cytoprotection by ATP luminescence; PC12 HTT-Q103 induced, cytoprotection, ATP luminescence, 40 h; Potency, µM (titrated, usually from 56.4 µM), for the others: cytoprotection (ATP increase), hits mostly activators; 230,000 tested, 0.14% active;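 also: potency is read from the fitted curve at half-maximal effect; % of control where 0% means no effect; nearly all actives have a fitted effect of over 45% in size; toxic huntingtin expression switched on by the ecdysone agonist tebufenozide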
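Compounds were screened for protection of PC12 cells against cell death after tebufenozide induction (100 nM final) of mutant Huntingtin exon 1 (Q103) fused to GFP.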
GAA glycogen mod = inhibitors or activators of human alpha-glucosidase glycogen cleavage. P10253. recombinant GAA, glycogen substrate, Amplex Red glucose oxidase fluorescence. Potency, µM (doses to about 76.4 µM), without a hit: at the top dose activity change, negative = inhibition, hits mostly inhibitors. 300,000 tested, 0.38% active. AID 2100;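 also: potency is read from the fitted curve at half-maximal effect; 0% = full enzyme reaction and -100% = no-enzyme basal signal; the screen sought inhibitors and activators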
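Recombinant enzyme (4 nM final) with compounds titrated up to 77 uM and bovine liver glycogen (30 ug) in citrate pH 5.0, 0.01% Tween-20, 37 C 40 min. Released glucose detected by Amplex Red/glucose oxidase (Ex 573/Em 610); AC50 from Hill fits.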
GAA inh = alpha-glucosidase (human) inhibition; P10253; purified human GAA, 4-MU-alpha-glucoside fluorescence; Potency, µM (highest dose often 76.9 µM), inactives show top-dose activity change, negative = inhibition, hits mostly inhibitors; 200,000 tested, 0.005% active; AID 1466;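 also: potency is read from the fitted curve at half-maximal effect; plate controls were uninhibited enzyme wells for no effect and no-enzyme background for full effect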
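qHTS format, compound range up to 77 uM. Human lysosomal enzyme at 4 nM, 400 uM 4-MU glucoside substrate, pH 5.0, 20 min room temperature; fluorescence after alkaline stop gives activity normalized to controls.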
GAA spleen mod = lysosomal alpha-glucosidase (human) modulation; P10253; 240,000 tested, 0.006% active; Potency, µM (top dose mostly 79.9 µM), for inactives: at the highest dose activity change, negative = inhibition, hits mostly inhibitors; AID 2112; human spleen homogenate, 4-MU-alpha-glucoside fluorescence;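 also: potency is read from the fitted curve at half-maximal effect; 0% = enzyme with vehicle and -100% = no enzyme basal signal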
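Compounds were titrated against alpha-glucosidase in spleen homogenate at pH 5.0, with 1 mM 4-methylumbelliferyl substrate for 40 min at 37 C. Reactions were quenched with pH 10 NaOH/glycine and fluorescence measured.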
Lamin A splicing = changes lamin A minigene splicing in HeLa cells; HeLa LMNA splicing GFP/RFP minigene ratio, 48 h; Potency, µM (series often up to 46.1 µM), without a hit: at the top dose ratio change, negative = inhibition, usual class: inhibitors; 200,000 tested, 0.01% active; AID 1487; active = well fitted inhibition curve with a large enough effect in the signal ratio, with a control signal flat, not every such curve was filed as active; inconclusive = small, poorly fitted or top-dose-only effect, or effect the other way, or a change in a side signal; the % refers to the signal ratio; also: potency is read from the fitted curve at half-maximal effect; % is scaled to controls: 0 for no effect and ±100 for the full control effect
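Read-out is the ratio of GFP to DsRed2 object intensity, acquired by 488 nm laser-scanning cytometry on HeLa lamin A-EGFP minigene reporter cells. Compound incubation 48 hrs at 37 °C in Opti-MEM with 2% FBS; DMSO 0.5% final.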
HTT aggregate = inhibitors of mutant huntingtin aggregate formation in PC12 cells. PC12 HttQ103-GFP aggregates, Acumen cytometry, 40 h. Potency, µM (highest dose often 46.1 µM), without a hit: at the highest dose activity change, negative = inhibition, most hits filed as inhibitors. 220,000 tested, 1.1% active. AID 1688; also: potency is read from the fitted curve at half-maximal effect; % is scaled to controls: 0 for no effect and ±100 for the full control effect; nearly all actives have a fitted effect of over 60% in size
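Aggregates are detected as GFP objects 1–25 µm with signal 6 STDEV over background in lysates of induced PC12 cells. These carry Huntingtin exon 1 with 103 glutamines fused to GFP under an ecdysone promoter; compounds titrated.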
CBFb RUNX1 block = inhibitors of human CBF-beta and RUNX1 interaction | AID 1477 | AlphaScreen CBFb-His/RUNX1-biotin binding, biochemical | 230,000 tested, under 10 active | Q01196+Q13951 | Potency, µM (titrated, usually from 59.8 µM), inactives show top-dose activity, negative = inhibition, most hits filed as inhibitors; also: % of control where 0% means no effect
Target sequence (Q01196 whole entry, looked up): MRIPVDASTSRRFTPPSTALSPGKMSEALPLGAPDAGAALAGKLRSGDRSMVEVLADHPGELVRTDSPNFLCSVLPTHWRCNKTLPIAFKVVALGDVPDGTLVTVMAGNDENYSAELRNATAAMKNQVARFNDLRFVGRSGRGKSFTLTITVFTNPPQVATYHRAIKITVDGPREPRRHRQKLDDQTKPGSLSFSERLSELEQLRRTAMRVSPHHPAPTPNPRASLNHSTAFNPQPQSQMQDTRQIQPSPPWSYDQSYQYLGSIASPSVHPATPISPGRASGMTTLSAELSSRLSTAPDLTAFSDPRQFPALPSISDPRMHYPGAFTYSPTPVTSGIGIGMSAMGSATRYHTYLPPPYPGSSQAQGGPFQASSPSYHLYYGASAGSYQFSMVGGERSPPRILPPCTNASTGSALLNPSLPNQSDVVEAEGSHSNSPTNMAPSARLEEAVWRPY
Target sequence (Q13951 whole entry, looked up): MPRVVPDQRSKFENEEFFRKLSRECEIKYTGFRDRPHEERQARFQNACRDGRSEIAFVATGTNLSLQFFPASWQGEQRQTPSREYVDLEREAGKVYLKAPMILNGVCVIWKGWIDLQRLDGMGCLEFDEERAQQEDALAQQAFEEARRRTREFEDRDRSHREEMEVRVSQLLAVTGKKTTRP
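His-tagged CBF-beta and biotinylated RUNX1 (30 nM each) were premixed 20 min at room temperature, exposed to compound for 15 min, then given nickel-chelate and streptavidin AlphaScreen beads (50 ng each). After 90 min, AlphaScreen signal was read.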
* hit, by the source's call; ? = inconclusive; . = not tested or not shown; [ ] = remark or other dose. Unless noted, calls follow the shape of the dose curve; as a rule, active = well fitted curve in the direction sought with a large enough effect; inconclusive = small, poorly fitted or top-dose-only effect, or another doubt; inactive = no such curve, though single readings can be large; an effect the other way counts as inactive or inconclusive. Rows were taken by chance. About 1.5% of those tested had a hit in this group.

Every second line gives: HTT ATP protect	GAA glycogen mod	GAA inh	GAA spleen mod	Lamin A splicing	HTT aggregate	CBFb RUNX1 block
Brc1cc2c(cc1C1Nc3ccccc3C3C=CCC31)OCO2 (stereo not drawn)
→ -11%[10 µM]	-2%	-5%	1%	?	?	-8%
CN(C)CCCNC(=O)c1ccc(/C=N/O)nc1
→ -2%[10 µM]	-12%	7%	-7%	-9%[46 µM]	-5%[9.22 µM]	10%
COc1ccc(C2CC(c3cccs3)=NN2C(=O)COC(=O)c2cc3ccccc3cc2O)cc1OC (stereo not drawn)
→ 10%[10 µM]	5%	-12%	-5%	-10%	11%	3%
c1ccc2[nH]c(SCc3cscn3)nc2c1
→ 13%	-6%	-6%	-3%	5%	6%	5%
Cc1ccc(S(=O)(=O)n2cnc3cc([N+](=O)[O-])ccc32)c(C)c1C
→ -30%	1%	?	-10%	0%	-10%	7%
Cc1ccc(S(=O)(=O)Oc2ccccc2N2C(=O)C3CC=CCC3C2=O)cc1 (stereo not drawn)
→ -7%	3%	-4%	5%	-5%	25%	-5%
Cc1ccccc1OCC(=O)Nc1ccc(C(N)=O)cc1
→ 4%[10 µM]	-11%	-14%	-5%	3%	0%	0%
COc1cc(-c2nc(-c3ccccn3)no2)cc(OC)c1OC
→ -14%	8%	-2%	2%	0%	-7%	12%
O=C(CN1C(=O)NC2(CCc3ccccc32)C1=O)Nc1cc(C(F)(F)F)ccc1N1CCOCC1 (stereo not drawn)
→ -30%	-5%	-2%	2%	-2%	-8%	3%
O=C(c1ccsc1)N1CCN(C(=O)c2cccs2)CC1
→ -13%	2%	-1%	0%	-6%	-1%	8%
O=C(COc1ccc2ccccc2c1)NNC(=O)Cc1cccc2ccccc12
→ -53%[inhibitor]	1%	-3%	-1%	?	-8%	-1%
Cc1ccccc1-c1cc(NCCN2CCOCC2)ncn1
→ -12%	.	.	-4%	-6%	.	.
CCOc1ccccc1NC(=O)Cn1cnc2c(cnn2-c2ccc(C)c(C)c2)c1=O
→ -24%	2%	-11%	0%	?	4%	-2%
CC(=O)Nc1ccccc1C(=O)N1CCN(Cc2ccccc2)CC1
→ 19%	-1%	-3%	-1%	.	-19%	-1%
Nc1ccc2cn[nH]c2c1
→ .	-10%	-1%[15.4 µM]	-6%	-2%	?	2%
Cc1csc(NC(=O)c2sc3nc(-c4cccs4)ccc3c2N)n1
→ 36%[10 µM]	-4%	-8%	2%	-16%	4%	-4%
CCn1ccnc1CN(C)C(=O)CCc1nnc(CCC2CCCCC2)o1
→ 1%[10 µM]	0%	7%	0%	-9%[46 µM]	5%[9.22 µM]	-7%
Cc1ccc(Nc2nnc(SCC(=O)NCc3ccco3)s2)cc1
→ -38%	3%	-1%	-3%	6%	-3%	-15%
C[C@H](NC(=O)c1ccco1)C(=O)Nc1ccc2c(c1)OCO2
→ -2%	-7%	-8%	-2%	.	-9%	-1%
CCOC(=O)C1(Cc2ccccc2)CCN(C2Cc3ccccc3C2)CC1
→ 5%[10 µM]	-6%	-1%	3%	?	18%[9.22 µM]	-7%
CC(=O)Nc1ccc(C2=NNC(=Nc3cccc(S(=O)(=O)N(C)C)c3)SC2)cc1
→ ?	9%	?	7%	-6%[46 µM]	-12%[9.22 µM]	?
Oc1[nH]c2ccc(Br)cc2c1N=Nc1nn[nH]n1
→ -3%[10 µM]	3%	.	-3%	.	5%[9.22 µM]	5%
CC(C)CCn1cnc2c(cnn2-c2ccc(Cl)cc2)c1=O
→ 14%	0%	3%	3%	5%	9%	6%
O=C(Oc1ccc(-c2cnc3ccccc3n2)cc1)c1ccc(Br)o1
→ -37%	0%	-6%	-4%	-7%	0%	-4%
COc1ccc(NC(=O)c2cccc(C#N)c2)cc1NS(=O)(=O)c1ccc(F)cc1
→ .	-1%	7%	4%	0%	25%	1%
CC(C)C(=O)Nc1ccc(S(=O)(=O)Nc2ccccn2)cc1
→ -16%	7%	0%	3%	3%[46 µM]	3%	5%
CCCC(=O)c1c[nH]c(C(=O)N2CCOCC2)c1
→ -47%[inhibitor]	11%	16%	4%	.	-7%[9.22 µM]	-2%
C1=C(c2ccccc2)CCN(c2nc3ccccc3n3cnnc23)C1
→ -31%	-1%	-13%	3%	-3%	19%	0%
COC(=O)c1cc(-c2ccc(S(=O)(=O)N3CCCCC3)cc2)c(C(F)(F)F)s1
→ 3%[10 µM]	-7%	-4%	2%	.	15%[9.22 µM]	9%
CCOC(=O)CC1COCCN1Cc1cn[nH]c1-c1cc(OC)c(OC)c(OC)c1 (stereo not drawn)
→ 4%[10 µM]	2%	.	-8%	.	-12%[9.22 µM]	-1%
CCCC(=O)Oc1ccccc1C1SCc2cc(C)c(C)cc2CS1
→ 1%	2%	0%	1%	?	-6%	4%
NC(=O)C1=C[C@@H](c2ccc(C(F)(F)F)cc2)C[C@@H](OCCCCO)O1
→ 6%[10 µM]	6%	.	-2%	.	2%[9.22 µM]	21%
COCCN1Cc2cccc(C(=O)Nc3ccc(S(=O)(=O)N4CCOCC4)cc3)c2C1=O
→ -2%	4%	-8%	-5%	?	0%	4%
O=C(NC1CCCc2ccccc21)C1CCN(S(=O)(=O)c2cccc3nsnc23)CC1 (stereo not drawn)
→ 0%[10 µM]	3%	-5%	4%	-13%	-9%	17%
COc1cccc(CN2CCN(Cc3cccc4nonc34)CC2CCO)c1 (stereo not drawn)
→ 6%[10 µM]	9%	?	1%	?	-10%[9.22 µM]	1%
CC(C)CCn1c(Oc2ccccc2Cl)nc2c1c(=O)n(C)c(=O)n2C
→ -31%	-9%	-6%	3%	3%	?	15%
O=S(=O)(c1ccc(Cl)nc1)N1CCN(Cc2ccc3c(c2)OCO3)CC1
→ 21%	-2%	-10%	-3%	1%	5%	-2%
N/C(=N\OC(=O)c1ccc2c(c1)OCO2)c1ccncc1
→ -1%[10 µM]	3%	.	-1%	.	0%[9.22 µM]	23%
COc1ccc(CC(=O)N2CC3(C)CC2CC(C)(C)C3)cc1 (stereo not drawn)
→ -25%	8%	?	0%	-4%	9%	2%
CCCCNC(=O)COc1ccccc1C(=O)c1cc(C#N)c(=O)n(CCOC)c1
→ 294%[10 µM]	-5%	-9%	-20%	0%	.	1%
COc1ccc(C)c2sc(=NC(=O)c3ccc(C(C)=O)cc3)n(C)c12
→ 4%[10 µM]	7%	5%[15.4 µM]	3%	.	-3%[9.22 µM]	2%
COc1ccc(CCNC(=O)Cn2nc(C(=O)O)c3ccccc3c2=O)cc1OC
→ -18%	5%	2%	-3%	?	?	-15%
O=C(c1ccc(Br)cc1)N1CCCC(c2nc(-c3cccs3)no2)C1 (stereo not drawn)
→ 30%[10 µM]	-13%	9%	2%	-17%[46 µM]	3%[9.22 µM]	6%
Cc1cccc(NC(=O)C(=O)NCCc2c[nH]c3ccccc23)c1C
→ -19%	4%	?	13%	.	-19%	-13%
O=C(NCCN1CCOCC1)c1cc(-c2ccccc2)on1
→ -15%[0.074 µM]	4%	3%	1%	?	-25%	-4%
C/C(=N\NC(=O)c1ccc(-c2ccccc2)cc1)c1cccc(N)c1
→ 13%[10 µM]	-18%	-11%	-5%	-6%[46 µM]	-5%[9.22 µM]	5%
O=C(NCCS(=O)(=O)c1ccc(Cl)cc1)c1ccc(F)cc1
→ -20%	10%	-1%	2%	-13%[46 µM]	11%	1%
Cc1ccc(NC(=O)C(CC(C)C)NC(N)=O)cc1Cl (stereo not drawn)
→ 22%[10 µM]	14%	6%	-13%	-9%	2%	3%
COC(=O)CSc1nnc(CNC(=O)c2ccco2)n1-c1ccc(F)cc1
→ -29%	-3%	4%	8%	3%	18%	5%
O=C(CN(c1cccc(C(F)(F)F)c1)S(=O)(=O)c1ccc(Cl)c([N+](=O)[O-])c1)NCc1ccccc1
→ 10%[0.074 µM]	6%	-4%	-5%	?	2%	-6%
CC(C)(O)C(=O)NN(C(=O)c1ccccc1)c1cccc(Br)c1
→ -7%	0%	1%	-2%	8%	5%	4%
CCn1nnnc1SCC(=O)Nc1ccc(OC)cc1
→ -11%[10 µM]	3%	0%	6%	-2%	12%	-2%
Cc1ccc2nc(Cn3cc(C(F)(F)F)ccc3=O)cc(=O)n2c1
→ 17%	0%	-2%	.	8%[9.22 µM]	-5%	7%
CCc1ccc(-c2nc(CN3CCC(C(=O)NCc4ccc(F)cc4)CC3)c(C)o2)cc1
→ -13%	23%	-9%	10%	7%	4%	1%
COc1ccccc1CN1CCCC(C(=O)N(C)Cc2ccccc2)C1 (stereo not drawn)
→ -15%[10 µM]	6%	4%	-6%	-10%	-6%	14%
O=C(NCCc1ccccc1)C1CCN(S(=O)(=O)c2ccc(-n3cnnn3)cc2)CC1
→ -2%	-14%	?	-15%	8%	2.8µM*	0%

Sorted by value in HTT aggregate (descending): 3 from the list above
SMILES | GAA glycogen mod | GAA spleen mod | Lamin A splicing | HTT aggregate | CBFb RUNX1 block
CCn1nnnc1SCC(=O)Nc1ccc(OC)cc1 | 3% | 6% | -2% | 12% | -2%
Cc1ccc2nc(Cn3cc(C(F)(F)F)ccc3=O)cc(=O)n2c1 | 0% | . | 8%[9.22 µM] | -5% | 7%
COc1ccccc1CN1CCCC(C(=O)N(C)Cc2ccccc2)C1 (stereo not drawn) | 6% | -6% | -10% | -6% | 14%

Of the compounds above, these contain bromine.
Every second line gives: HTT ATP protect	GAA glycogen mod	GAA inh	GAA spleen mod	Lamin A splicing	HTT aggregate	CBFb RUNX1 block
Brc1cc2c(cc1C1Nc3ccccc3C3C=CCC31)OCO2 (stereo not drawn)
→ -11%[10 µM]	-2%	-5%	1%	?	?	-8%
Oc1[nH]c2ccc(Br)cc2c1N=Nc1nn[nH]n1
→ -3%[10 µM]	3%	.	-3%	.	5%[9.22 µM]	5%
O=C(Oc1ccc(-c2cnc3ccccc3n2)cc1)c1ccc(Br)o1
→ -37%	0%	-6%	-4%	-7%	0%	-4%
O=C(c1ccc(Br)cc1)N1CCCC(c2nc(-c3cccs3)no2)C1 (stereo not drawn)
→ 30%[10 µM]	-13%	9%	2%	-17%[46 µM]	3%[9.22 µM]	6%
CC(C)(O)C(=O)NN(C(=O)c1ccccc1)c1cccc(Br)c1
→ -7%	0%	1%	-2%	8%	5%	4%

Screening results from PubChem.
